# Screening results deposited in PubChem BioAssay by several laboratories.
# KCNQ2 block: KCNQ2 potassium channel inhibitors, primary screen, cell-based, CHO-K1, FluxOR thallium flux, B-score (AID 2156); O88943; 20 min; hits give low values; hit rate 1.1% among 310,000; B-score at 10 µM;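 active = fluorescence ratio B-score at most minus 3 library SDs, with starting brightness B-score within 2 library SDs, cut at about -5.5 in these data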
# STK33 inh: inhibitors of human STK33 kinase | Q9BYT3 | purified STK33, MBP phosphorylation, ADP-Glo luminescence | inhibition, % at 10 µM | hit rate 0.073% among 320,000;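 active = inhibition at or above 25%, using the most active replicate where run in duplicate; inactive = inhibition below 25%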
# Target sequence (Q9BYT3 whole entry, looked up): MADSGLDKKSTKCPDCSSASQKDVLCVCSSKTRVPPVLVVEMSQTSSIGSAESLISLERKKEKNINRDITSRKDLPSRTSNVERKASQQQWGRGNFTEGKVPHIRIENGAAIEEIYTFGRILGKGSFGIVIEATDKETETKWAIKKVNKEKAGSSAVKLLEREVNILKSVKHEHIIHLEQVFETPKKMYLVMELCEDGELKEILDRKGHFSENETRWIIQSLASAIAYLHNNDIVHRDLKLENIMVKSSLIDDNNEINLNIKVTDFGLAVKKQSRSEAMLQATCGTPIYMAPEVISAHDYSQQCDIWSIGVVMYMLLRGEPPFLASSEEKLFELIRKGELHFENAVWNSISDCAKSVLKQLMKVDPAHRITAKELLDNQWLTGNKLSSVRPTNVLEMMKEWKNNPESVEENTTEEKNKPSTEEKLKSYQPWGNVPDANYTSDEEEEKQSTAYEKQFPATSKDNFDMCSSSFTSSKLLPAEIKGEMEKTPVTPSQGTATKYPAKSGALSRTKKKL
# Kir21 block: Kir2.1 (mouse) channel inhibition; P35561; HEK293-Kir2.1, FluxOR thallium flux fluorescence; hits give low values; B-score at 10 µM; hit rate 0.85% among 310,000;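 active = fluorescence ratio B-score at or below minus 3 SD of library scores, with starting-brightness B-score within 2 SD, cut at about -4.2 in these data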;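 also: channel flux triggered by added potassium and thallium sulfate stimulus; B-score of peak minus minimum fluorescence over baseline after thallium stimulus; more negative B-score means stronger Kir2.1 block with less thallium influx; some compounds called inactive have numbers as strong as hits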
# Target sequence (P35561 whole entry, looked up): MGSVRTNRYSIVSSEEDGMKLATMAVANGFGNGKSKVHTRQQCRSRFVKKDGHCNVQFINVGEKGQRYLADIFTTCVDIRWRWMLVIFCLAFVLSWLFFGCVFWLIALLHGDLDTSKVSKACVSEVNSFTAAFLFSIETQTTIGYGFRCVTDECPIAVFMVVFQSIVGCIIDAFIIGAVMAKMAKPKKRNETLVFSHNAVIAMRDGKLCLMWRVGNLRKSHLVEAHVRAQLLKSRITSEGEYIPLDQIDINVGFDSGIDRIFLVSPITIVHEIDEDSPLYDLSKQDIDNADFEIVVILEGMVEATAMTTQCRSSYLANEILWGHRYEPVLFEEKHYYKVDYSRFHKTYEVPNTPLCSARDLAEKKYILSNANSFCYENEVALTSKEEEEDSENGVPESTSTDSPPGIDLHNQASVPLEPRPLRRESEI
# The depositor's hits bear a star; i = inactive; nt = not tested or not shown.
SMILES,KCNQ2 block,STK33 inh,Kir21 block
C=CCN(c1ccccc1)S(=O)(=O)c1cccc(C(=O)NCC(c2cccs2)N2CCOCC2)c1 (stereo not given),i,-0.8,-2.2
COc1ccc(S(=O)(=O)N(C)C)cc1NC(=O)CSc1nc(N)cc(N)n1,i,-1.2,0.06
CC(OC(=O)c1ccc2c(c1)OCCO2)C(=O)NC1CCCCC1C (stereo not given),i,-1.8,0.71
Cc1ccc(N2C(=O)SC(N(CC(=O)O)c3cccc(C)c3)C2=O)cc1 (stereo not given),i,-2.5,-0.79
Cc1ccccc1C(=O)NNC(=O)CSc1nnc(C)n1-c1ccccc1,i,-1.1,1.9
Cc1cc(C(=O)CSc2nc3ccc(Cl)cc3[nH]2)c(C)n1CC1CCCO1 (stereo not given),i,0.7,-1
N#CC1(NC(=O)COC(=O)Cc2n[nH]c(=O)c3ccccc23)CCCCC1,i,-0.3,1.3
CCCC(=O)Nc1cnc(NC(=O)c2cccc(F)c2)cc1C,i,2.5,-0.33
Cn1c(=O)c2[nH]c(N/N=C(/C#N)C(N)=O)nc2n(C)c1=O,i,0.3,2
CCC(=O)/C(=C(/O)c1ccccc1)c1nc2ccccc2[nH]1,i,0.6,1.4
COCCn1nnnc1C(c1ccccc1OC)N1CCc2ccccc2C1 (stereo not given),i,-2.5,-0.01
O=C(Nc1ccc(Cl)cc1)/C(=C1\CCCN1)[N+](=O)[O-],i,-0.8,-0.12
O=C(O)C12CC3CC(C1)CC(n1ncc(NCc4ccccc4)c(Cl)c1=O)(C3)C2,i,-1.2,-0.01
CCc1nnc(NC(=O)CCC(=O)NCc2ccccc2OC)s1,i,-2.5,-0.18
O=C(N/N=C/c1cccc([N+](=O)[O-])c1O)C(O)(c1ccccc1)c1ccccc1,i,-1.1,1.5
C[C@@H](N)C(=O)NC[C@H]1CC[C@H](C(=O)N[C@@H](Cc2ccccc2)C(=O)O)CC1,i,-1.7,-0.8
N#C/C(=C(/O)CCl)c1nc(-c2ccccc2)cs1,i,-1.0,-0.01
CC(C)CNS(=O)(=O)c1cc(C(=O)OC2CCOC2=O)c(Cl)cc1Cl (stereo not given),i,1.2,0.38
O=C(N/N=C/C(Cl)=C/c1ccccc1)c1ccccc1F,i,0.4,-3.3
CN1C2CCC1CC(NC(=O)c1ccc([N+](=O)[O-])cc1)C2 (stereo not given),i,0.6,-0.28
COc1ccc(CNC(=O)COc2ccc(F)cc2)cc1,i,-1.1,1
COc1cc(-c2c(C#N)c(N)nc3c2CCCC3)ccc1O,i,-1.0,-0.3
Cc1cc(O)c(/C=N/Nc2ccccc2Cl)c(=O)o1,i,-1.6,-0.74
CC(=O)c1ccc(NC(=S)NNC(=O)c2ccccc2[N+](=O)[O-])cc1,i,6.4,-0.01
O=C(CN1C(=O)c2ccccc2S1(=O)=O)Nc1ncc([N+](=O)[O-])s1,i,nt,0
Cc1ccc(S(=O)(=O)c2cc3ccccc3nc2N)cc1,i,-0.3,-1.9
COc1ccc(C(=O)NC(=S)Nc2ccc(CN3CCOCC3)cc2)cc1Br,i,-2.2,-0.18
O=C(Cn1cc(C(F)(F)F)cc(Cl)c1=O)Nc1ccc(N2CCOCC2)cc1,i,-0.2,0.4
CN(Cc1c(C(=O)N/N=C/c2cc(F)ccc2F)nnn1-c1nonc1N)C1CCCCC1,i,-1.0,0.4
CCN1CCN(CCNC(=O)c2ccc3c(c2)N(Cc2ccc(F)cc2)C(=O)c2ccccc2S3=O)CC1 (stereo not given),i,-1.4,-0.91
O=C(Nc1cccc(C(=O)O)c1)/C(=C\c1ccccc1)NC(=O)c1cccc2ccccc12,i,-0.8,0.05
C=CCn1c(O)c(CN2CCCCC2)c(C)c(C#N)c1=O,i,0.1,-4.5
CCn1cc(Cl)c(C(=O)N2N=C(c3ccc4ccccc4c3)CC2c2ccccc2O)n1 (stereo not given),i,0.9,0.24
Cc1ccc(NC(=S)N2CCC(N(C)CC3CCCO3)CC2)cc1 (stereo not given),i,-2.0,0.18
CCOC(=O)c1ccccc1NC(=O)COC(=O)C1CCCC1,i,0.3,2.2
Cc1cc(CNC(=O)c2cc(-c3ccccc3)nc3ccccc23)nn1C,i,-1.2,-0.49
S=C(Nc1ccccc1)Nc1nc2ccccc2n1CCOc1ccc(Br)cc1,i,-0.4,1.2
CCc1nc(SCC(=O)Nc2ccc3c(c2)OCCO3)c2oc3ccccc3c2n1,i,-1.6,-0.38
CCc1ccc2nc(N=C(N)N)nc(C)c2c1,i,2.8,-6.1*
CCCCCCCCCS(=O)(=O)Nc1cc(C)ccn1,i,-0.4,0.36
Cc1cc(C)c(-n2c(O)c(C=NCCN3CCOCC3)c(=O)[nH]c2=O)c(C)c1,i,0.6,0.01
CCc1nnc2n1N=C(c1ccc([N+](=O)[O-])cc1)CS2,i,-1.3,-1.2
Cc1ccc2[nH]c(C(=O)N/N=C/c3ccccc3C(=O)O)c(-c3ccccc3)c2c1,i,0.3,0.6
O=C(NCCCCc1ccccc1)C1CC(c2cc(C(F)(F)F)cc(C(F)(F)F)c2)=NO1 (stereo not given),i,-0.5,0.92
Cc1cc(C(F)(F)F)n(-c2nc(C(=O)NN)cs2)n1,i,nt,0.05
O=C(CN(c1ccc(F)cc1)S(=O)(=O)c1ccc2c(c1)OCCO2)NCC1CCCO1 (stereo not given),i,-1.1,1.5
O=C(Nc1nnc(-c2ccncc2)o1)c1cccc(N2C(=O)CCC2=O)c1,i,0.0,0.05
COC(=O)C1CN(C(=O)c2ccc(OC(F)F)cc2)c2ccccc2O1 (stereo not given),i,-1.0,-1.9
CC1CCc2c(sc(NC(=O)c3nc4ncccn4n3)c2C#N)C1 (stereo not given),i,-1.2,2.1
Cc1cc(NC(=O)CSc2nc3ccc(Cl)cc3[nH]2)no1,i,1.7,1.1

# In another format: four of the compounds above.
> O=C(CN(c1ccc(F)cc1)S(=O)(=O)c1ccc2c(c1)OCCO2)NCC1CCCO1 (stereo not given)
  KCNQ2 block: i	STK33 inh: -1.1	Kir21 block: 1.5

> O=C(Nc1nnc(-c2ccncc2)o1)c1cccc(N2C(=O)CCC2=O)c1
  KCNQ2 block: i	STK33 inh: 0.0	Kir21 block: 0.05

> COC(=O)C1CN(C(=O)c2ccc(OC(F)F)cc2)c2ccccc2O1 (stereo not given)
  KCNQ2 block: i	STK33 inh: -1.0	Kir21 block: -1.9

> CC1CCc2c(sc(NC(=O)c3nc4ncccn4n3)c2C#N)C1 (stereo not given)
  KCNQ2 block: i	STK33 inh: -1.2	Kir21 block: 2.1

# The list continues.
SMILES,KCNQ2 block,STK33 inh,Kir21 block
COc1ccc(NCC(O)Cn2cnc3c2c(=O)n(C)c(=O)n3C)cc1 (stereo not given),i,0.5,-0.44
CCCCN(C)C(=O)c1cn(-c2cccc(OC)c2)c(=O)c2ccccc12,i,-2.5,-0.66
CCCCN(CC)CCNC(=O)Cn1cnc2sc(C)c(S(=O)(=O)N3CCC(C)CC3)c2c1=O,i,-0.8,-0.07
C=CCNC(=O)C1CC1(c1ccc(C)cc1)c1ccc(C)cc1 (stereo not given),i,-0.8,-0.11
Clc1cncc(Cl)c1NNc1c2ccccc2nc2ccccc12,i,2.6,-1.2
CCCn1c2ccc(F)cc2c2nnc(SCCN3CCOCC3)nc21,i,0.3,-0.35
CCOC(=O)c1ccc(NC(=S)N(CCN2CCCCCC2)Cc2cccs2)cc1,i,-0.2,1.3
Cc1ccccc1NC(=O)c1c(C)nc(SCC(=O)OCc2ccccc2)c(C#N)c1-c1ccc(F)cc1,-7*,-0.5,-1.5
Cc1cc(=O)[nH]c(SCc2nnnn2-c2ccc(Cl)cc2)n1,i,-0.7,1.6
CS(=O)(=O)N(CC(=O)Nc1cccc(Cl)c1)c1ccccc1Cl,i,-4.4,1.7

# Some of these compounds in order of heavy-atom count, high to low:
SMILES,KCNQ2 block,STK33 inh,Kir21 block
Cc1ccccc1NC(=O)c1c(C)nc(SCC(=O)OCc2ccccc2)c(C#N)c1-c1ccc(F)cc1,-7*,-0.5,-1.5
CCCCN(CC)CCNC(=O)Cn1cnc2sc(C)c(S(=O)(=O)N3CCC(C)CC3)c2c1=O,i,-0.8,-0.07
CCOC(=O)c1ccc(NC(=S)N(CCN2CCCCCC2)Cc2cccs2)cc1,i,-0.2,1.3
Clc1cncc(Cl)c1NNc1c2ccccc2nc2ccccc12,i,2.6,-1.2

# More structures
SMILES,KCNQ2 block,STK33 inh,Kir21 block
COc1ccc(/C=C/C(=O)OCC(=O)Nc2c(C)cccc2C)cc1,i,-0.7,-0.07
Cc1ccc(CN(CC(=O)NCc2ccc3c(c2)OCO3)C(=O)c2csnn2)cc1,i,-0.5,0.69
COc1ccc(C2N(c3ccccc3)C(=O)C2(F)F)cc1OC (stereo not given),i,-1.5,0.28
C=CCOc1c(OC)cc(Cl)cc1C1NC(=O)NC(C)=C1C(C)=O (stereo not given),i,-1.9,1.1
Cn1nc(C(=O)OCC(=O)Nc2sccc2C(N)=O)c2ccccc2c1=O,i,-1.3,-0.02
CC(C)(NC(=O)NC(CO)c1ccccc1)c1cccc(C(C)(C)NC(=O)NC(CO)c2ccccc2)c1 (stereo not given),i,-0.8,0.23
Cc1sc2ncnc(NCC(c3ccco3)N(C)C)c2c1C (stereo not given),i,-0.7,-0.8
CCOCC(=O)Nc1cc([N+](=O)[O-])ccc1OC,i,1.6,-2.9
Cc1cc(=O)oc2c(CN3CCCC3)c(O)ccc12,i,-0.5,-0.09
O=c1[nH]c(=O)n(Cc2ccccc2)c2nc(-c3ccc(C(F)(F)F)cc3)n(CCO)c12,i,1.2,-0.53
O=c1oc2ccccc2c2c1ncn2CCN1CCOCC1,i,-3.0,0.42
Cc1cccc(CN2C(=O)/C(=C\c3ccc(C(=O)NCCCN4CCN(C)CC4)cc3)Oc3ccccc32)c1,i,1.7,0.22
COc1ccc(/C=N/NC(=S)NC2CCS(=O)(=O)C2)cc1 (stereo not given),i,nt,-0.21
CN(C(=O)COC(=O)c1c[nH]c(=O)[nH]c1=O)C1CCCCC1,i,-1.6,1.8
O=C(CCN1C(=O)C2CC=CCC2C1=O)Nc1ccccc1Cl (stereo not given),i,-0.5,0.67
COc1cccc(C(=O)Nc2ccc3c(c2)n(C)c(=O)n3C)c1,i,-3.5,1.4
CCCSc1nc2cc(C)c(C)cc2n1CC(O)CO (stereo not given),i,-1.9,0.22
O=c1c2c3c(sc2nc(N2CCNCC2)n1CCc1ccccc1)CCCCC3,i,2.9,-0.75
Cc1ccc(S(=O)(=O)NNC(=O)Nc2ccc(C)c(C)c2)c(C)c1,i,-0.9,-2
O=C(c1c(F)cccc1F)N1CCC(O)(c2cccnc2)CC1,i,-0.3,-0.19
COc1cc(CNc2ccccc2SC)ccc1O,i,-2.0,-2.4
N#Cc1cccc(NC(=O)Cn2cnc(S(=O)(=O)N3CCc4ccccc43)c2)c1,i,0.0,-0.02
CN=C(Nc1cc(C)nn1-c1ccccc1)c1ccccc1F,i,-1.3,0.02
O=C(COC(=O)COc1cccc(Br)c1)Nc1c(Cl)cccc1Cl,i,-0.2,0.23
Cc1ccc(N2C(=O)c3ccccc3C2=O)cc1Cl,i,3.9,0.78
COc1ccc(Cn2nnc3c(=O)[nH]c(C4CCN(S(=O)(=O)c5ccc(C)cc5)CC4)nc32)cc1,i,-1.8,0.16
COc1ccc(CCNC(=O)CSc2nnc3ccccn23)cc1,i,-0.1,0.22
Cc1sc(NC(=O)c2sc3nc4c(C)cccc4cc3c2N)c(C#N)c1C,i,3.5,0.05
O=C(NCCN1CCOCC1)Nc1cccc(Cl)c1,i,0.7,-0.47
Nc1nc(-c2cccnc2)nn1C(=O)c1ccccc1Cl,i,nt,0.02
COCC(C)n1c(SCC(=O)NNC(=O)c2ccccc2)nc2ccccc2c1=O (stereo not given),i,-3.8,0.07
O=C(Nc1ccc(F)cc1F)c1cc(-c2ccco2)on1,i,-0.8,0.09
CC(=O)c1cccc(S(=O)(=O)N2CCC(C(=O)O)(c3ccccc3)CC2)c1,i,-1.3,-0.5
Cc1cc(C(F)(F)F)nc(SCCN2CCCCC2)c1C#N,i,-0.5,0.28
COc1ccccc1N=C1SC(C)CN1C(=O)C1CCC1 (stereo not given),i,-0.8,-0.5
CC(NC(=O)c1cnc2n(c1=O)CCS2)c1ccccc1 (stereo not given),i,-2.8,0.13
CC1CCCCN1C(=O)CCC(=O)Nc1nnc(C2CCCCC2)s1 (stereo not given),i,-1.5,-1.2
CC(C)(C)C1CCC(=NNc2nc3ccccc3[nH]2)CC1 (stereo not given),-5.8*,0.6,1.9
CCOc1ccc(CN2CCNC(=O)C2CC(=O)OC)cc1 (stereo not given),i,-0.3,0.98
NNC(=O)CNc1ccccc1Cl,i,0.7,0.39
O=C(NCCCn1ccnc1)/C(=C/c1ccco1)NC(=O)c1ccco1,i,-1.3,1.9
COCCNC(=O)C1CCN(C(=O)C2CC(=O)N(c3ccc(C)cc3)C2)CC1 (stereo not given),i,-1.5,0.46
Cc1ccc(NC2=CC(=O)CC(c3ccccc3)C2)cc1 (stereo not given),i,-0.8,1.3
CCCCNC(=S)N1CCn2cccc2C1c1ccc(F)cc1 (stereo not given),i,0.5,0.33
O=C(COC(=O)CCc1ccc(S(=O)(=O)N2CCOCC2)cc1)NCc1ccccc1Cl,i,-0.1,0
CCOC(=O)C1(C)Oc2cccnc2NC1=O (stereo not given),i,0.7,0.92
COc1ccc(NC(=O)Cn2nnc(C(=O)Nc3ccc(F)c(Cl)c3)c2N)cc1,i,-1.3,-0.41
